# Screening results (PubChem BioAssay)
# NOD2-RIPK2 inh = inhibitors of human NOD2-RIPK2 interaction; 360,000 tested, 0.38% active; CHO BLA complementation NOD2-RIPK2, CCF4 ratio; O43353; inhibition, % at 4.98 µM; in the data active means inhibition above about 21%;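 further: 0% = vehicle only and 100% = reference blocker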
# Target sequence (O43353 whole entry, looked up): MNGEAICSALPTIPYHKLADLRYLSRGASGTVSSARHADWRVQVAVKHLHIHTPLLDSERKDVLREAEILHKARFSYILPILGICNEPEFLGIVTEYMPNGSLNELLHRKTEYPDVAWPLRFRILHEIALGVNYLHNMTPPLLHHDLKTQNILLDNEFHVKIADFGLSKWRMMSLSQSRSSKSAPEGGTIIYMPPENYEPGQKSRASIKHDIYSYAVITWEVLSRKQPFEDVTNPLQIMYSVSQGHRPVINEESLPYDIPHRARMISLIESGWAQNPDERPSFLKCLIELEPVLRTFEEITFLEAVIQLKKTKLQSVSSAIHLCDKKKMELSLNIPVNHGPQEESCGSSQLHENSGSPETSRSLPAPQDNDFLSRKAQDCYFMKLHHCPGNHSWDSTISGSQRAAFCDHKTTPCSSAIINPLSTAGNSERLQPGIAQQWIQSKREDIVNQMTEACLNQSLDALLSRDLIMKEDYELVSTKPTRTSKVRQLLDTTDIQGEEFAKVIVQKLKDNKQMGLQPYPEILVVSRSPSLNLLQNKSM
# ABHD5-PLIN5 inh = ABHD5-PLIN5 protein interaction inhibition. inhibition, % at 4 µM. Split G. princeps luciferase complementation, luminescence, 4 h. 360,000 tested, 0.78% active;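 active means inhibition above the mean inhibition across every tested compound plus 3 SD, cut at about 22% in these data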;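 further: 0% = DMSO only wells and the 100% control is not disclosed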
# SRC3 inh = human NCOA3 inhibition; Q9Y6Q9; HEK293 GAL4-SRC3 luciferase reporter, luminescence; inhibition, % at 3.6 µM; 360,000 tested, 0.17% active; AID 588352;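 active means inhibition above a per-campaign cutoff, the mean of all compounds plus 3 SD, cut at about 60% in these data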;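 further: 0% = DMSO-treated cells and 100% = gossypol-treated cells at 36 µM; higher means less SRC3-driven luciferase light from the GAL4 reporter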
# Granule exo inh = lytic granule exocytosis inhibition | TALL-104 LAMP-1 surface exposure, flow cytometry; cells stimulated with thapsigargin and PMA | inhibition, % at 10 µM | 360,000 tested, 0.66% active | AID 651702;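 active means inhibition above about 55%, limit read from the data; inconclusive means no clear call, values can overlap the other calls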
# TROY NFkB inh = inhibitors of TROY-dependent NF-kB signaling. Q293 LMP1-TROYcd NF-kB luciferase reporter, 4 h. inhibition, % at 10 µM. 360,000 tested, 0.98% active;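 active means compounds whose plate-normalised and pattern-corrected inhibition of the luciferase reporter signal at the single screening dose is 50% or more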
# COUP-TFII inh = blocks human COUP-TFII nuclear receptor | inhibition, % at 8.6 µM | HEK293T NGFI-A luciferase reporter, luminescence | 370,000 tested, 0.7% active;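 active means inhibition above a per-plate cutoff, mean inhibition of test wells between control levels plus 3 SD, cut at about 38% in these data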;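 further: cells cotransfected with COUP-TFII expression vector driving the NGFI-A reporter; 0% = median of COUP-TF2 test wells and 100% = reporter-only cells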
# Target sequence (P24468 whole entry, looked up): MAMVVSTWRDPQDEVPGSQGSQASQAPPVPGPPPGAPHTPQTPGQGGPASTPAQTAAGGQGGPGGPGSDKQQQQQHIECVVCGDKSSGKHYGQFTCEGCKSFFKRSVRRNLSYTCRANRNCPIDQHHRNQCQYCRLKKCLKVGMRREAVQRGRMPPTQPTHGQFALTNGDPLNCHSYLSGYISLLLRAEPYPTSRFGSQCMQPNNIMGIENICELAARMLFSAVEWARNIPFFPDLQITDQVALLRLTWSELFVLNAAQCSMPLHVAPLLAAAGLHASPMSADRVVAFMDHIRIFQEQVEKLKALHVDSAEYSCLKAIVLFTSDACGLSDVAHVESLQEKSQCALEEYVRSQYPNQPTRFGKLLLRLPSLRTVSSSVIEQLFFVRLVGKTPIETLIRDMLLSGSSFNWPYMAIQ
# TWEAK Fn14 block = inhibitors of TWEAK-Fn14 interaction signaling; 360,000 tested, 2% active; inhibition, % at 10 µM; TWEAK-stimulated Fn14 reporter cells, luciferase luminescence, 8 h; in the data active means inhibition above about 50%
# NCOA2 inhibitor = inhibits human steroid receptor coactivator 2; HEK293 GAL4-SRC2 luciferase reporter, luminescence; AID 651957; Q15596; 370,000 tested, 0.17% active; inhibition, % at 9 µM;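 active means inhibition above the mean inhibition of all tested compounds plus 3 SD, set per campaign, cut at about 52% in these data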;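 further: 0% = DMSO treated cells and 100% = cells given Gossypol at 36 µM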
# LRH-1 inv ag = NR5A2 inverse agonism in reporter assay; HEK293T StAR-luciferase reporter, LRH-1 transfected, 24 h; 360,000 tested, 0.13% active; AID 602396; O00482; inhibition, % at 3.6 µM;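 active means inhibition above the mean inhibition of all tested compounds plus 3 SD, cut at about 73% in these data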;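 further: 0% = DMSO wells and 100% = reporter-only cells lacking LRH-1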
# NCOA1 inh = inhibitors of human steroid receptor coactivator 1 (SRC1); HEK293 GAL4-SRC1 luciferase reporter, luminescence; AID 588354; inhibition, % at 3.6 µM; 360,000 tested, 0.12% active; Q15788;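 active means inhibition above the campaign mean plus 3 SD, with each screening campaign given its own cutoff, cut at about 60% in these data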;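 further: 0% = DMSO treated cells and 100% = gossypol at 36 µM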
# TLR9-MyD88 block = blocks human TLR9 binding to MyD88 | 340,000 tested, 0.21% active | AID 504734 | CHO BLA complementation TLR9-MyD88, CCF4 FRET ratio | Q9NR96+Q99836 | inhibition, % at 4.98 µM;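 active means inhibition above the mean over all tested compounds plus 3 SD, cut at about 21% in these data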;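 further: 0% = DMSO only wells and 100% = clavulanate BLA inhibitor control wells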
# * marks the source's active call; other numbers are inactive results; ? = inconclusive; / = no result given.
# Order of values: TWEAK Fn14 block, ABHD5-PLIN5 inh, COUP-TFII inh, Granule exo inh, NOD2-RIPK2 inh, TROY NFkB inh, NCOA1 inh, SRC3 inh, TLR9-MyD88 block, NCOA2 inhibitor, LRH-1 inv ag
- O=C1/C(=C/c2ccc(F)cc2)SC(=S)N1CCCC(=O)N1CCCCC1CCO (stereo not given)
    -10, 0, 1, 17, 11, -13, -5, -3, 1, 10, 7
- COc1ccccc1CNC(=O)[C@H](C)NC(=O)C1CCN(C(=O)[C@@H](N)C(C)C)CC1
    -6, 0, -11, -2, -8, 2, -10, 15, 7, -5, -7
- COc1ccc(-n2c(-c3ccc(C)cc3)n[nH]c2=S)cc1
    1, -2, 2, 5, -2, 2, -12, 17, -1, -7, 2
- CC(=O)c1cccc(NC(=O)c2ccc(C)c(S(=O)(=O)N3CCOCC3)c2)c1
    44, -5, -19, -13, -1, -18, 9, -10, -13, -1, 6
- O=c1nc2c(-c3cccc(Br)c3)n[nH]n2c2ccccc12
    -35, 7, -19, 33, -2, -23, -8, -5, -2, 4, -2
- CC(CCn1cccn1)NC(=O)c1cc(COc2ccc(F)cc2F)on1 (stereo not given)
    -3, -2, -7, -1, -15, -4, -10, 8, 0, -6, 7
- Cc1ccc(S(=O)(=O)N2CCOC2CNC(=O)C(=O)NCc2ccncc2)cc1 (stereo not given)
    3, 7, -7, -3, 1, -27, 11, -1, 5, -24, 9
- CC(=O)N(C)c1ccc(N=Cc2c(O)ccc3ccccc23)cc1
    29, 1, 15, 7, 0, 50, -10, 3, 13, -39, 22
- O=C(NCc1ccncc1)C(=O)NCC1OCCCN1S(=O)(=O)c1ccc(F)cc1 (stereo not given)
    2, -2, -4, -16, 1, 5, 2, 2, -1, -16, -14
- CC1CN(C(=O)c2ccc(S(=O)(=O)Nc3ccccc3F)cc2)CC(C)O1 (stereo not given)
    -8, -13, 0, 2, -1, 17, -3, -12, -2, -25, -2

# Brought forward from above: two entries, followed by the next part.
# Order of values: TWEAK Fn14 block, ABHD5-PLIN5 inh, COUP-TFII inh, Granule exo inh, NOD2-RIPK2 inh, TROY NFkB inh, NCOA1 inh, SRC3 inh, TLR9-MyD88 block, NCOA2 inhibitor, LRH-1 inv ag
- O=C(NCc1ccncc1)C(=O)NCC1OCCCN1S(=O)(=O)c1ccc(F)cc1 (stereo not given)
    2, -2, -4, -16, 1, 5, 2, 2, -1, -16, -14
- CC1CN(C(=O)c2ccc(S(=O)(=O)Nc3ccccc3F)cc2)CC(C)O1 (stereo not given)
    -8, -13, 0, 2, -1, 17, -3, -12, -2, -25, -2
- CN(CCc1ccccn1)C(=O)c1cccnc1Oc1ccc(Cl)cc1
    3, 4, 3, 7, 8, 13, -7, 21, 5, 1, -22
- O=C1CCN(S(=O)(=O)c2ccccc2)CCN1CCOCc1ccc(Cl)cc1
    10, -1, -4, 8, -7, -7, -9, 11, -2, 0, 4
- COc1ccc(NC(=O)/C(C#N)=C/c2ccc3c(c2)n(C)c(=O)n3C)cc1
    -47, 4, -1, 0, 4, -1, 17, 11, -1, -3, 25
- S=C(Nc1ccccc1)N1CCN(C/C=C/c2ccccc2)CC1
    -19, -3, -3, 6, -15, 5, 3, 18, 0, -30, -6
- CCCC1OC(c2ccco2)OCC1CC (stereo not given)
    -12, -1, 3, 8, -4, -13, 2, 14, -19, -20, 9
- O=C(Nc1ccccc1)C(=O)Nc1ccccn1
    62*, 1, -40, 3, -7, 46, -49, -39, 1, -30, -74
- COc1ccccc1CNC(=O)CSc1ccc(-c2cccs2)nn1
    -13, 1, 8, -1, 2, 8, -10, -20, 7, 14, -8
- O=C(CN1C(=O)S/C(=C\c2cc(Cl)c(O)c(Cl)c2)C1=O)Nc1ccccc1
    26, -3, -7, -14, -2, 26, -3, -31, 2, -5, 2
- Cc1ccc(CNC(=O)CCC2CCCN(C(=O)CCC(F)(F)F)C2)o1 (stereo not given)
    9, 0, -33, 0, -1, 12, -16, 12, -2, 17, 16
- Cc1c(C(=O)N2CCc3ccccc3C2)sc2nc(-c3ccccc3)cn12
    -19, -11, -7, -3, -3, -17, 2, 3, -4, -6, -22

# Whole records from above. Order of screens: TWEAK Fn14 block, ABHD5-PLIN5 inh, COUP-TFII inh, Granule exo inh, NOD2-RIPK2 inh, TROY NFkB inh, NCOA1 inh, SRC3 inh, TLR9-MyD88 block, NCOA2 inhibitor, LRH-1 inv ag
# Record of `O=C(Nc1ccccc1)C(=O)Nc1ccccn1` : 62*, 1, -40, 3, -7, 46, -49, -39, 1, -30, -74
# Record of `O=C(CN1C(=O)S/C(=C\c2cc(Cl)c(O)c(Cl)c2)C1=O)Nc1ccccc1` : 26, -3, -7, -14, -2, 26, -3, -31, 2, -5, 2

# Going on with the list.
# Order of values: TWEAK Fn14 block, ABHD5-PLIN5 inh, COUP-TFII inh, Granule exo inh, NOD2-RIPK2 inh, TROY NFkB inh, NCOA1 inh, SRC3 inh, TLR9-MyD88 block, NCOA2 inhibitor, LRH-1 inv ag
- C=CCn1c2[n+](c3ccccc3c1=O)CCCCC2
    4, 0, 2, 0, -9, 5, 8, 1, 2, -5, 0
- CC(=O)N1c2ccccc2-c2nc3ccccc3n2C1C (stereo not given)
    21, -4, 11, ?, -13, -10, -5, 11, 10, -4, 3
- Cc1cccc(Cn2c(SCC(=O)Nc3ccccc3)nc3c2c(=O)[nH]c(=O)n3C)c1
    14, -3, -15, 0, 10, 3, -8, 9, 4, 1, -1
- O=C(Nc1ccccc1)N1CCCC(c2nc(-c3ccc(F)cc3)no2)C1 (stereo not given)
    -15, 0, -12, 2, -3, 3, -23, 2, 4, -13, -3
- COc1cc(NC(=O)c2cccc(F)c2)cc(OC)c1OC
    -8, 2, 2, -11, 1, -19, -1, 5, -13, -10, 17
- O=C(Nc1ccc(Cl)cn1)c1cccnc1
    -6, 7, -5, 1, 1, -15, -17, 1, -13, -70, -18
- Cc1cccc(NC(=O)CSc2nc(=O)n(CCCN3CCOCC3)c3c2CCCC3)c1
    -6, 0, -9, -2, -7, -14, -20, 11, 4, -43, 11
- CCCc1ccccc1OCCNC(C)=O
    -8, 4, -2, -2, -6, -39, -1, -6, -8, 12, 7
- Cc1ccc(C(=O)C(C)OC(=O)CNS(=O)(=O)c2ccc(C)cc2)cc1 (stereo not given)
    4, 1, 10, -3, 2, 3, 6, 16, 4, -2, 3
- C1=CCC(CN2CCNCC2)CC1 (stereo not given)
    14, -2, 4, 0, 5, 1, 3, 14, -3, -1, 11
- O=C(NC(Cc1ccccc1)C(=O)Oc1ccc2c(C(F)(F)F)cc(=O)oc2c1)OCc1ccccc1 (stereo not given)
    10, 1, /, 0, 71*, -19, 13, 25, 59*, /, 17
- O=C(NCc1ccccc1)c1ccc(CS(=O)(=O)c2ccccc2)o1
    13, 20, 12, -1, -18, 0, 20, 22, 15, 21, 33
- CC(C)NC(=O)C1(C)CN(S(C)(=O)=O)CC(=O)N1Cc1cccc(C(F)(F)F)c1 (stereo not given)
    /, 5, 4, -4, -8, /, /, /, /, 11, 5
- CCN(CC)S(=O)(=O)c1ccc(Cl)c(C(=O)NC2CCN(Cc3ccccc3)CC2)c1
    8, 2, 32, 10, -4, 12, 4, 9, 5, 13, 12
- Cc1ccc(C(=O)CN(C(=O)c2ccc(Cl)c(Cl)c2)N2C(=O)C3CCCCC3C2=O)cc1C (stereo not given)
    14, 0, 15, 3, -2, 0, 2, 12, -10, 5, 3
- CC(=O)Nc1sc(N/N=C\c2ccco2)nc1-c1cccs1
    -3, -4, 22, -4, -19, -27, -18, -2, -4, 7, -13
- CC(OC(=O)c1cccc(-n2cnnn2)c1)C(=O)Nc1ccc(N(C)C)cc1 (stereo not given)
    0, 2, 1, -9, -2, -3, -13, -16, -2, -22, 12
- CNS(=O)(=O)c1ccc2nc(NC(=O)c3ccc(N4C(=O)CCC4=O)cc3)sc2c1
    -8, -4, 4, 1, 11, 4, 1, -14, -10, 2, 1
- NC(=O)c1cccc(CC(=O)c2ccccc2)c1
    8, 6, 25, -2, -4, -1, -2, 13, -3, -37, -25
- COc1ccc(CNC(=O)COC(=O)CC2CCCC2)cc1
    -5, -5, -5, 1, -3, 8, -5, -2, -5, 2, 5
- Cc1ccc(/C=C2\SC(=S)N(C3CCS(=O)(=O)C3)C2=O)cc1 (stereo not given)
    8, 10, 3, 6, -1, -21, 0, 22, -5, 21, 13
- CCOc1ccccc1NC(=O)N1CCC(C(=O)c2ccc(F)cc2)CC1
    -21, 0, 4, -2, -6, -15, -1, -16, -14, -1, -25
- O=C(c1nc2ccc(Cl)cn2c1CN1CCC[C@H]1CO)N1CCc2ccccc2C1
    14, 5, -19, 4, -3, -8, -5, -9, -5, 10, 9
- Cc1cccc(C)c1NC(=O)Cn1nnc(-c2ccc(N3CCOCC3)cc2)n1
    -25, 1, 0, -2, -4, 0, -2, 8, 6, -3, 11
- O=Cc1ccc(Oc2ccc(F)cc2)nc1
    4, 0, -1, -2, -3, 8, -14, -3, -19, -11, 0
- COCc1cc(C)nc(SCC(=O)Oc2ccccc2)c1C#N
    -14, 2, 5, -2, 15, 16, 11, 0, -9, -13, 12
- O=C(CCCn1c(=S)[nH]c2cc3c(cc2c1=O)OCO3)N1CCN(c2ncccn2)CC1
    18, -1, 9, -1, -2, -5, -21, 5, 1, -15, -6
- CN(CC(=O)Nc1ccc(Cl)c(C(F)(F)F)c1)C(=O)CCCNC(=O)c1ccc(Cl)cc1
    -10, -6, -11, -2, 4, -30, -32, -16, 2, -12, -35
- OC(CSc1ccccc1)CN1CCN(c2ccccc2)CC1 (stereo not given)
    1, -25, 2, -1, -19, -9, 7, 0, -10, -28, 1
- O=C(Nc1cc2c(cc1C(=O)O)OCCCO2)c1ccc(F)cc1F
    -27, -1, -21, 6, -7, -27, 3, -18, -4, -33, 4
- NC(=O)c1ccc(=O)n(Cc2ccc(Cl)cc2Cl)c1
    9, -5, 8, 0, -16, -8, -9, -3, 1, 8, -13
- C#CCOC(=O)C1C2C=CC(C2)C1C(=O)O (stereo not given)
    1, 0, -5, 1, -16, -14, 0, 16, 11, -7, 7
- CCOc1ccc(/C=N/NC2=NCCCCC2)cc1
    1, 1, -15, -2, 2, -1, -28, 4, -18, -37, 1

# Results in ABHD5-PLIN5 inh, for some of the entries so far:
SMILES	ABHD5-PLIN5 inh
Cc1cccc(C)c1NC(=O)Cn1nnc(-c2ccc(N3CCOCC3)cc2)n1	1
O=Cc1ccc(Oc2ccc(F)cc2)nc1	0
COCc1cc(C)nc(SCC(=O)Oc2ccccc2)c1C#N	2
O=C(CCCn1c(=S)[nH]c2cc3c(cc2c1=O)OCO3)N1CCN(c2ncccn2)CC1	-1
CN(CC(=O)Nc1ccc(Cl)c(C(F)(F)F)c1)C(=O)CCCNC(=O)c1ccc(Cl)cc1	-6
OC(CSc1ccccc1)CN1CCN(c2ccccc2)CC1 (stereo not given)	-25

# An excerpt; the hit share may differ from the screen's.
